GSTO1 counter – counter-screen for RBBP9 inhibitors: inhibitors of human GSTO1. P78417. recombinant GSTO1, activity-based probe fluorescence polarization. inhibition, % at 5.96 µM. 1.1% of 300,000 active. AID 1974;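 active means inhibition above the campaign mean inhibition plus 3 SD, cut at about 35% in these data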;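 further: 0% = GSTO1-1 with DMSO and 100% = wells lacking GSTO1-1 enzyme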
LYPLA1 counter – counter-screen for PME1 inhibitors: inhibitors of human LYPLA1 | 0.16% of 320,000 active | inhibition, % at 5.9 µM | O75608 | recombinant LYPLA1, FP-Rh probe fluorescence polarization;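 active means inhibition above the mean of all tested compounds plus 3 SD, set per campaign, cut at about 14% in these data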;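 further: inhibitors block serine hydrolase probe labeling of LYPLA1 so polarization falls; 0% = enzyme with DMSO and 100% = wells lacking LYPLA1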
Target sequence (O75608 whole entry, looked up): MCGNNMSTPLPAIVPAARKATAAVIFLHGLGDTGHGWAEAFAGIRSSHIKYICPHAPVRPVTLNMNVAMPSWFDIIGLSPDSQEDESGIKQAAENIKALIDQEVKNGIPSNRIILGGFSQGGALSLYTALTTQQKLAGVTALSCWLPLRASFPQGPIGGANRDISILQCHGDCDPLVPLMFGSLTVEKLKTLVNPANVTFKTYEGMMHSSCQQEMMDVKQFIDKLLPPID
pPAFAH inh – pPAFAH (human) enzyme inhibition. Q13093. recombinant pPAFAH, FP-rhodamine probe fluorescence polarization. inhibition, % at 3.39 µM. 1.5% of 330,000 active. AID 463082;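 active means inhibition above the mean inhibition across the screen plus 3 SD, cut at about 25% in these data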;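 further: inhibitors block binding of the rhodamine activity-based probe so polarization drops; 0% = enzyme with DMSO and 100% = wells lacking pPAFAH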
Target sequence (Q13093 whole entry, looked up): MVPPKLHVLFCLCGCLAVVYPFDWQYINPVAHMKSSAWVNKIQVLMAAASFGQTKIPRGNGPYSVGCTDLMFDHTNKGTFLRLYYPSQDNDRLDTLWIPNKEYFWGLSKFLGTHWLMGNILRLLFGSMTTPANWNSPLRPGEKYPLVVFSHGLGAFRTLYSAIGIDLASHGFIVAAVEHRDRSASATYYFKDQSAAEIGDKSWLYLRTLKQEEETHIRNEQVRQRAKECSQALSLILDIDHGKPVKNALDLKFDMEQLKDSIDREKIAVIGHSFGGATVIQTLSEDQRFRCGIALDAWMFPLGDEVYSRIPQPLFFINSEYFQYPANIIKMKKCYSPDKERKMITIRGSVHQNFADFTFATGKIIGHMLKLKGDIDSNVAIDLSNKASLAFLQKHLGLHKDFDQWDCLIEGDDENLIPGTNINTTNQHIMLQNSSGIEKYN
PAFAH1B2 inh – PAFAH1B2 (human) inhibition; P68402; recombinant PAFAH1B2, FP-rhodamine activity probe, fluorescence polarization; inhibition, % at 3.39 µM; 1.2% of 340,000 active; AID 492953;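 active means inhibition above the mean of all tested compounds plus 3 SD, cut at about 24% in these data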;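 further: 0% = enzyme with DMSO and 100% = wells lacking PAFAH1B2; many of its hits are not listed in these tables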
PREPL inh – human PREPL enzyme inhibition | 0.68% of 320,000 active | Q4J6C6 | recombinant PREPL, fluorescence polarization activity-based probe | inhibition, % at 5.96 µM; in the data active means inhibition above about 43%;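 further: 0% = enzyme with DMSO and 100% = wells lacking enzyme; many of its hits are not listed in these tables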
LYPLA2 inh – counter-screen for PME1 inhibitors: inhibitors of human LYPLA2; inhibition, % at 5.9 µM; AID 2177; recombinant LYPLA2, FP-Rh probe fluorescence polarization; 0.38% of 320,000 active;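 active means inhibition above the screen-wide mean plus 3 SD, limit set per campaign, cut at about 26% in these data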;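 further: 0% = LYPLA2 with DMSO and 100% = wells lacking LYPLA2 enzyme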
PAD4 FP inh – inhibitors of human PAD4. recombinant PAD4, RCA probe fluorescence polarization. inhibition, % at 6.36 µM. 0.41% of 330,000 active;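 active means percent inhibition above a cutoff equal to the mean of all tested compounds plus 3 SD, cut at about 15% in these data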;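 further: 0% = PAD4 with RCA probe and DMSO and 100% = probe without PAD4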
PME-1 primary – blocks human protein phosphatase methylesterase 1; Q9Y570; recombinant PME-1, FP-Rh probe fluorescence polarization; inhibition, % at 5.9 µM; 0.53% of 320,000 active;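 active means inhibition above the campaign mean of all compounds plus 3 SD, cut at about 26% in these data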;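 further: competitive labeling of PME-1 active site by serine hydrolase directed probe; 0% = PME-1 with DMSO and 100% = wells lacking PME-1 enzyme; inhibitors block probe labeling so polarization falls and inhibition rises; many of its hits are not listed in these tables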
PAFAH1B3 inh – inhibitors of human PAFAH1B3 | 0.28% of 340,000 active | inhibition, % at 3.39 µM | AID 492972 | Q15102 | recombinant PAFAH1B3, FP-rhodamine probe, fluorescence polarization;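 active means inhibition above the screen-wide average of all tested compounds plus 3 SD, cut at about 25% in these data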;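 further: 0% = enzyme with DMSO only and 100% = wells lacking PAFAH1B3 protein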
Target sequence (Q15102 whole entry, looked up): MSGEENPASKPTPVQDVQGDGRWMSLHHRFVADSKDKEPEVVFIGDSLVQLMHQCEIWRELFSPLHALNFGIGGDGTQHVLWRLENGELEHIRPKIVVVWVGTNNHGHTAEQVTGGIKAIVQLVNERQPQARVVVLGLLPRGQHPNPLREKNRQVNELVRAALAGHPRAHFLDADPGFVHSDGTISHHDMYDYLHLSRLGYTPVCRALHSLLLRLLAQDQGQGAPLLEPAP
Active calls of the source: *; . = no result given. Some of the compounds tested. The share of hits here may be higher or lower than overall.

Preview (16 entries):
SMILES	GSTO1 counter	LYPLA1 counter	pPAFAH inh	PAFAH1B2 inh	PREPL inh	LYPLA2 inh	PAD4 FP inh	PME-1 primary	PAFAH1B3 inh
CSc1ccccc1NC(=O)CN(C)C(=O)CCc1c[nH]c2ccccc12	0	-4	5	0	9	-2	4	0	7
N#CCc1ccc(OC(=O)c2ccncc2)cc1	4	3	7	4	18	8	2	4	2
COc1ccccc1Nc1nc(N)nc(CN2CCOCC2)n1	4	4	-2	1	0	2	-1	1	5
COc1cc(CCN2C(=O)N[C@@H](c3cccc(C(F)(F)F)c3)C(C(C)=O)=C2C)cc(OC)c1OC	2	-4	7	.	-2	-2	3	-1	.
O=C(C[n+]1cccc(C(=O)N/N=C/c2ccc(Br)cc2)c1)c1ccccc1	.	-6	7	3	28	-10	-9	5	-5
Cc1ccccc1C(=O)Oc1cc(N)n(S(=O)(=O)c2ccccc2)n1	3	2	0	3	10	1	3	4	8
CC(C(=O)Nc1ccc2c(c1)OCCO2)N(C)Cc1c(F)cccc1Cl (centres undefined)	3	1	8	0	13	0	-4	-5	13
CCOc1ccccc1N(CC(=O)NCCOC)C(=O)CCC(=O)Nc1ccccn1	-5	1	-1	3	3	-3	-6	-1	11
Cc1ccc(-c2noc(CN(C(=O)c3cccc(Br)c3)C(C)C)n2)cc1	-4	-5	6	4	-26	-8	0	-5	8
COc1ccc(C2SCC(=O)N2c2ccccc2)cc1 (centres undefined)	0	3	2	2	1	-5	-1	-2	-9
CC1(C)C[C@@H]1C(=O)N/C(=C\CCCCSC[C@H](N)C(=O)O)C(=O)O	0	-2	5	0	-3	0	-2	-2	8
CCOC(=O)C1CCCN(Cc2ccc(OCc3ccccc3)c(OC)c2)C1 (centres undefined)	-5	3	4	4	15	3	-2	1	2
COc1ccc(/C=C/C(=O)OCC(=O)NC2CCCC2)cc1OC	.	.	10	2	-6	.	-1	.	16
O=C(c1ccc2c(c1)OCCCO2)N1CCCCC1	4	1	-3	9	8	-4	-2	3	13
Cc1ccc(-c2cc(C(=O)N3CC(C)CC(C)C3)c3ccccc3n2)o1 (centres undefined)	8	-1	6	6	0	4	-1	-4	4
O=C(Nc1ccccc1Br)C1CC(=O)N(c2ccc3c4c(cccc24)CC3)C1 (centres undefined)	-1	-5	8	-2	-3	-7	-7	14	-3

The whole of this part, from the first entry:
SMILES	GSTO1 counter	LYPLA1 counter	pPAFAH inh	PAFAH1B2 inh	PREPL inh	LYPLA2 inh	PAD4 FP inh	PME-1 primary	PAFAH1B3 inh
CSc1ccccc1NC(=O)CN(C)C(=O)CCc1c[nH]c2ccccc12	0	-4	5	0	9	-2	4	0	7
N#CCc1ccc(OC(=O)c2ccncc2)cc1	4	3	7	4	18	8	2	4	2
COc1ccccc1Nc1nc(N)nc(CN2CCOCC2)n1	4	4	-2	1	0	2	-1	1	5
COc1cc(CCN2C(=O)N[C@@H](c3cccc(C(F)(F)F)c3)C(C(C)=O)=C2C)cc(OC)c1OC	2	-4	7	.	-2	-2	3	-1	.
O=C(C[n+]1cccc(C(=O)N/N=C/c2ccc(Br)cc2)c1)c1ccccc1	.	-6	7	3	28	-10	-9	5	-5
Cc1ccccc1C(=O)Oc1cc(N)n(S(=O)(=O)c2ccccc2)n1	3	2	0	3	10	1	3	4	8
CC(C(=O)Nc1ccc2c(c1)OCCO2)N(C)Cc1c(F)cccc1Cl (centres undefined)	3	1	8	0	13	0	-4	-5	13
CCOc1ccccc1N(CC(=O)NCCOC)C(=O)CCC(=O)Nc1ccccn1	-5	1	-1	3	3	-3	-6	-1	11
Cc1ccc(-c2noc(CN(C(=O)c3cccc(Br)c3)C(C)C)n2)cc1	-4	-5	6	4	-26	-8	0	-5	8
COc1ccc(C2SCC(=O)N2c2ccccc2)cc1 (centres undefined)	0	3	2	2	1	-5	-1	-2	-9
CC1(C)C[C@@H]1C(=O)N/C(=C\CCCCSC[C@H](N)C(=O)O)C(=O)O	0	-2	5	0	-3	0	-2	-2	8
CCOC(=O)C1CCCN(Cc2ccc(OCc3ccccc3)c(OC)c2)C1 (centres undefined)	-5	3	4	4	15	3	-2	1	2
COc1ccc(/C=C/C(=O)OCC(=O)NC2CCCC2)cc1OC	.	.	10	2	-6	.	-1	.	16
O=C(c1ccc2c(c1)OCCCO2)N1CCCCC1	4	1	-3	9	8	-4	-2	3	13
Cc1ccc(-c2cc(C(=O)N3CC(C)CC(C)C3)c3ccccc3n2)o1 (centres undefined)	8	-1	6	6	0	4	-1	-4	4
O=C(Nc1ccccc1Br)C1CC(=O)N(c2ccc3c4c(cccc24)CC3)C1 (centres undefined)	-1	-5	8	-2	-3	-7	-7	14	-3
O=C(Cc1ccccc1F)Nc1ccccc1-c1ccccc1	3	2	-3	4	-4	5	2	3	10
COc1cccc(C2c3[nH]c4ccccc4c3CCN2Cc2cccn2-c2ncccn2)c1 (centres undefined)	4	-5	4	-1	-1	1	0	-1	-3
CNC(=O)COC(=O)/C=C/c1c(C)nn(-c2ccccc2)c1C	1	4	6	-5	-2	6	-1	-7	-3
O=C(CN1C(=O)NC2(CCCCCC2)C1=O)NCc1ccc(F)cc1	.	.	1	5	-3	.	0	.	10
CCN(CC)C(=O)[C@H]1CC(CC(=O)NC(C)(C)C)C(=O)N2CCc3c([nH]c4ccc(OC)cc34)[C@]12C (some centres undefined)	.	.	4	4	.	.	-1	.	6
CC1(C)CC(=O)C(C=Nc2ccccc2C(=O)O)=C(O)C1	2	-4	1	0	2	1	-2	1	12
O=S(=O)(NCCCc1ccccc1)c1ccccc1	-7	1	4	14	-8	2	-6	3	5
Cn1c(=O)c(-c2cc(Br)ccc2N)nc2ccccc21	-4	-2	2	1	15	-2	-45	-3	14
CC(C)Cn1ccc(=O)n(CC(C)C)c1=O	3	-4	-7	0	22	-4	4	1	-1
COc1ccc(CC2SC(=Nc3ccc(F)cc3)NC2=O)cc1 (centres undefined)	2	2	7	2	-12	4	2	-3	2
COc1ccccc1OC(=O)CCN1c2ccccc2Sc2ccccc21	8	0	15	10	16	7	-6	7	9
CC[C@@]1(C(=O)OC)N[C@H](CN(C)C(=O)c2ccc(F)cc2)[C@@H]2C(=O)N(Cc3ccccc3)C(=O)[C@@H]21	.	.	-8	3	5	.	-10	.	16
Cc1cccc(CN2C(=O)N/C(=C/c3cc(C)n(-c4cc(C)ccn4)c3C)C2=O)c1	4	-1	10	0	-2	9	6	10	0
COc1ccc(/C=N/NC(=O)c2cccc([N+](=O)[O-])c2)cc1OC(=O)c1ccccc1	-2	-21	2	4	8	-40	-2	-29	-1
c1ccc(-c2nnnc3ccccc23)cc1	-1	1	1	2	-3	-2	0	3	7
Cc1ccc(C)c(NC(=O)/C(C#N)=C/c2cn(CC(=O)NCc3ccco3)c3ccccc23)c1	-4	-11	-5	-23	1	-21	0	-24	-49
Cc1nnc2ccc(-c3cccc(NC(=O)c4ccc(Br)o4)c3)nn12	1	-4	2	1	-8	-8	-3	-8	1
O=C(CN1C(=O)CSc2ccc(S(=O)(=O)N3CCCCC3)cc21)NCc1cccnc1	6	6	-6	-5	3	4	4	1	4
Cc1cc(=O)oc(C)c1C(=O)NNC(=O)C1(C)CC1Br (centres undefined)	-3	0	-3	-5	19	-3	-4	-4	6
COc1ccc2c(c1)C(=O)N(c1ccccc1)C(=O)C2	-1	-4	0	-5	-4	-9	-6	-7	16
COc1cccc(CN2CCNC(=O)C2CC(=O)NCc2cn3ccc(C)cc3n2)c1OC (centres undefined)	6	-1	2	0	-6	-5	-3	-1	3
CCOc1ccc(NC(=O)c2ccc(F)cc2F)cc1	8	0	-1	2	-5	2	-3	-5	1
O=C(Nc1nnc(Cc2ccccc2)s1)Nc1ccccc1F	-3	0	0	0	1	0	-2	3	0
c1cnc2ccc(-c3ccc4ncccc4c3)cc2c1	-1	-3	2	-1	-33	-4	-3	-2	3
CCOc1ccc(NC(=O)COc2ccc(C(=O)N3CCC(C(N)=O)CC3)cc2OC)cc1	7	1	2	4	1	5	4	-6	5
O=C(COc1ccccc1)NCC(=O)Nc1cccc2ccccc12	-3	-2	0	0	-1	-1	2	-2	-3
C=CCn1cc(/C=N/Nc2nc3ccccc3[nH]2)c2ccccc21	-6	1	24	6	45*	12	1	3	20
Cn1c(SCC(=O)NCC2CCCO2)nnc1-c1ccc(S(=O)(=O)N2CCCC2)cc1 (centres undefined)	4	-3	-7	-1	-1	2	1	-2	7
C=CCN(CC(=O)c1sc(C(=O)OCC)nc1C)c1cccc(Br)c1	15	-4	-4	4	3	2	-3	8	4
CCc1cccc(NC(=O)CCc2c(C)nn(-c3ccc(N4CCOCC4)nn3)c2C)c1	-3	-3	-1	1	13	-1	-3	5	2
CCOC(=O)NNC(=O)C1CCC(C)CC1 (centres undefined)	8	1	-2	-2	-2	6	3	-3	7
Cc1ccc(NS(=O)(=O)c2ccccc2Cl)c2c1CC(C)(C)O2	-5	-1	9	5	18	0	-5	3	6
CN(C)Cc1c(C(=O)N/N=C/C=C/c2ccccc2)nnn1-c1nonc1N	8	3	1	2	-9	-4	-6	-5	7
CCO[C@@H]1OC(C(=O)N2CCN(Cc3ccccc3)CC2)=C[C@H](c2ccc(Br)cc2)[C@H]1CCCO	5	1	1	2	12	2	0	1	8
CC(C)c1c(C(=O)N/N=C/c2ccc(OCc3ccccc3)cc2)nnn1-c1nonc1N	-1	4	-3	1	8	2	3	5	7
C=Cn1c(C(=O)O)ccc1-c1ccc(OC)cc1	7	-4	5	.	6	1	2	-3	.
O=C(Nc1ccc(-c2nc3cccnc3s2)cc1)c1ccco1	-22	-12	-10	5	-14	-18	-9	-19	2
O=[N+]([O-])c1ccc(CSc2ccc(S(=O)(=O)N3CCCCC3)cn2)cc1	.	.	4	5	21	.	-6	.	-1
CCN(CC)S(=O)(=O)N1CCC(C(=O)NC2CCCC2)CC1	5	-2	6	1	16	4	-1	0	-2
Cc1c(NC(=O)CCCOc2ccccc2)cccc1[N+](=O)[O-]	3	-1	-3	5	15	-2	3	0	11
COc1cc(CN2CCNC(=O)C2CC(=O)NCCCC2CCCC2)cc(OC)c1 (centres undefined)	4	0	8	13	-1	-1	1	-9	1
CCN(CC)S(=O)(=O)c1cccc(NC(=O)COC(=O)CNC(=O)c2cccc(F)c2)c1	24	-2	13	4	1	-1	4	-9	-3
Cc1nc(CNS(=O)(=O)c2ccccc2F)cs1	8	1	1	2	-4	3	-3	-6	-2
COc1ccc(CNC(=O)CCC(=O)Nc2ccc(Cl)cc2)cc1	5	2	7	16	1	10	-4	0	-1
N#Cc1ccsc1NC(=O)CCN1C(=O)C2CCCCC2C1=O (centres undefined)	.	.	-1	2	23	.	-5	.	7
COc1cccc(NC(=O)CCc2c(C)nn(-c3ccc(N4CCOCC4)nn3)c2C)c1	-7	1	5	4	7	18	-1	0	2
CCn1cc(S(=O)(=O)CC(=O)Nc2cccc(C)c2)c2ccccc21	3	-1	-1	4	-19	-4	6	2	2

High-throughput results: PubChem, The Scripps Research Institute Molecular Screening Center
